ERp5 block = blocks human ERp5 reductase activity on insulin; inhibition, % at 9.99 µM; AID 651711; ERp5 insulin aggregation, absorbance 650 nm, 90 min; hit rate 0.05% among 350,000;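 active means mean replicate inhibition above about 25%, with every replicate also reaching it, limit read from the data, passing the limit was not always enough; inconclusive means only one of those two criteria met; inactive means neither criterion met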
Target sequence (Q15084 whole entry, looked up): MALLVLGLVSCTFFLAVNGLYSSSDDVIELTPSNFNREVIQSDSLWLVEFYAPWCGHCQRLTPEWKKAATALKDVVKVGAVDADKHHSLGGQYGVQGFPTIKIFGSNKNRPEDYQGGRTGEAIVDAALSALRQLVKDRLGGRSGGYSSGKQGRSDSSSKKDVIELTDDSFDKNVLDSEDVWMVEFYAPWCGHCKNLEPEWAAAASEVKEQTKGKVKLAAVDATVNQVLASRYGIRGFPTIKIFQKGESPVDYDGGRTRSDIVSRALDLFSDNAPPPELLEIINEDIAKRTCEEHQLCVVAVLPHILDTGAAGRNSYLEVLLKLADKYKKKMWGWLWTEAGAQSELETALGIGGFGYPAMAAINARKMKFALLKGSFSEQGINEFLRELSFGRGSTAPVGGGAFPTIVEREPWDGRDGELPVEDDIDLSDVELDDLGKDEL
SIRT5 inh = sirtuin-5 (human) deacylase inhibition; Q9NXA8; Purified SirT5, succinyl-peptide AMC, trypsin-coupled fluorescence; inhibition, % at 15 µM; hit rate 1.1% among 330,000; AID 652115; in the data active means inhibition above about 15%; inconclusive means no clear call, values can overlap the other calls
Target sequence (Q9NXA8 whole entry, looked up): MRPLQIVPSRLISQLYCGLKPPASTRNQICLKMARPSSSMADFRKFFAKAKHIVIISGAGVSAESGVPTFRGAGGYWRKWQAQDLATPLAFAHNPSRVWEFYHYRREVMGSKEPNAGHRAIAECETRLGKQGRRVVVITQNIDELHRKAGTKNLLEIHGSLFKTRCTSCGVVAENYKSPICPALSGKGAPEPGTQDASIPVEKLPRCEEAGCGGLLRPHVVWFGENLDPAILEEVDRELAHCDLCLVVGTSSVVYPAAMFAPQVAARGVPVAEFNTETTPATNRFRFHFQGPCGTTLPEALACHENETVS
Statin myotox sup = suppressors of simvastatin-induced myotoxicity in C2C12 myotubes; ATP luminescence, 48 h; scaled: DMSO 0, geranylgeraniol control 100; rescue of ATP level, % at 7.49 µM; hit rate 0.78% among 330,000;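 active means mean ATP rescue above about 67%, or every replicate alone reaching that limit, limit read from the data, passing the limit was not always enough; inconclusive means no clear call, values can overlap the other calls; inactive means mean under the limit and some replicate under it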;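 further: myotubes were challenged with 10 µM simvastatin during compound exposure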
miR122 inh = inhibitors of miR-122 in Huh7 cells. Huh7 miR-122 Renilla luciferase sensor, 48 h; neutral wells = 0, positive control = 100. activation (reporter increase), % at 12.5 µM. hit rate 0.3% among 340,000. AID 602342;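 active means mean replicate activation score at least 90 and every replicate individually at or above 90; inconclusive means only one of the two criteria met; inactive means neither criterion met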;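 further: higher luciferase means less miR-122 activity so hits act as miR-122 inhibitors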
esBAF inh = inhibitors of esBAF chromatin remodeling in mouse ES cells; reporter increase, % at 12.5 µM; Bmi1-luciferase knock-in reporter, 24 h; 100% = twice the neutral-well signal; hit rate 2% among 350,000; in the data active means activation above about 40%; inconclusive means no clear call, values can overlap the other calls;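 further: 0% = median of the plate's neutral control wells and 100% = double that signal; a rise in the Bmi1 reporter signal indicates esBAF inhibition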
Cneo AK release = Cryptococcus neoformans lysis via adenylate kinase release. C. neoformans lysis, adenylate kinase release luminescence, 4 h; normalised: neutral wells 0, clomiphene wells 100. lysis activity, % at 15 µM. hit rate 0.2% among 360,000;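 active means mean lysis activity across replicates of at least 80%, whatever share of replicates individually reach that level; inactive means mean lysis activity below 80%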
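read-out = cell lysis signal | test system = log-phase Cryptococcus neoformans yeast cells | input = cells at 5 × 10^6 per mL | medium = fresh YPD growth medium | signal = luminescent adenylate kinase detection reagent | timing = 4 h at 37 °C static, read 1 h later | dosing = single dose | controls = Clomiphene as positive lysis control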
ARNT-TACC3 inh = ARNT/TACC3 interaction disruption; Q9Y6A5; AlphaScreen His-ARNT PAS-B/GST-TACC3 binding, luminescence; TACC3 fragment carries E629A point mutation; inhibition, % at 9.99 µM; hit rate 0.66% among 390,000; AID 623870;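 active means mean inhibition of replicates at least 50% and at least half of replicates each reaching 50%; inconclusive means half or more replicates reach 50% but mean below 50%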;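 further: 0% = complete ARNT plus TACC3 wells and 100% = ARNT alone without TACC3; many hits fall short of the cut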
An asterisk follows results filed as active; ? = inconclusive; . = not tested or not shown; [ ] = remark or other dose.

SMILES	ERp5 block	SIRT5 inh	Statin myotox sup	miR122 inh	esBAF inh	Cneo AK release	ARNT-TACC3 inh
COc1ccc(/C(N)=N/OC(=O)Oc2ccccc2)cc1OC	2	-6	3	0	-9	5	.
O=C(CCCN1C(=O)/C(=C\c2cccs2)SC1=S)Nc1cccnc1	8	.	.	2	.	2	-1
CCC(C)[C@H]1CNC(=O)C(=O)N1CCCc1cc(OC)c(OC)c(OC)c1 (some centres not stated)	-3	2	13	-11	-1	-1	6
Cc1noc(C)c1S(=O)(=O)Nc1ccc2c(c1)C(=O)N([C@@H](C)CO)C[C@H](C)[C@@H](CN(C)C(=O)NC(C)C)O2	-15	4	.	3[16.7 µM]	-4	64	-3
COC(=O)c1ccc(CNC(=O)Cn2cnc3c(OCc4ccccc4)ncnc32)cc1	2	-6	1	-4	4	0	2
CCc1ccc(NC(=O)C(NS(=O)(=O)c2ccc3c(c2)CCN3C(C)=O)C(C)C)cc1 (configuration not stated)	-7	-9	28	-4	-9	-2	2
CCc1ccc(N(C(=O)c2snc(C(N)=O)c2N)C(C(=O)NC2CCCC2)c2ccncc2)cc1 (configuration not stated)	-2	5	3	-5	27	-1	-4
CCN1CCN(C(=O)C2CCN(Cc3cc(Cl)ccc3O)CC2)CC1	-4	-1	-13	-1	-8	2	.
COc1ccccc1C(=O)C1CCCN(C(=O)c2cccc(-n3cccn3)c2)C1 (configuration not stated)	0	0	-3	10	4	.	0
CC(C)(C)NC(=O)C(c1cccs1)N(CC1CCCO1)C(=O)c1ccc(-c2ccccc2)[nH]1 (configuration not stated)	.	.	.	30	.	5	1
CC(C)c1ccc(NC(=O)C2(C)Cc3c(-c4ccc(C(N)=O)cc4)ccnc3O2)cc1 (configuration not stated)	-1	-1	-14	7	-9	4	.
CSc1cnn(-c2ccccc2)c(=O)c1SC	.	.	21	-8	0	1	6
CCC(=O)N[C@@H]1C=C[C@H](CC(=O)OC)O[C@H]1CO	0	-3	-15	-10[16.7 µM]	-3	18	-15
O=C(/C=C/c1ccco1)NCC1CCCO1 (configuration not stated)	.	.	-14	5	-2	-1	-10
COc1ccc(S(=O)(=O)Nc2ccc3c(c2)C(=O)N([C@@H](C)CO)C[C@@H](C)[C@H](CN(C)C(=O)Nc2ccc(C(F)(F)F)cc2)OCCCC[C@@H](C)O3)cc1	0	-4	.	-8[16.7 µM]	7	47	11
COCCNC(=O)c1ccccc1NC(=O)Cc1ccccc1	-2	-3	.	7	.	.	10
CC1(C)CC(=O)c2cnc(NC(=O)Cc3ccc(Cl)cc3)nc2C1	.	.	-3	0	11	27	-6
COc1ccc(NC(=O)Nc2ccc3c(c2)C(=O)N([C@H](C)CO)C[C@@H](C)[C@H](CN(C)S(=O)(=O)c2ccc(Cl)cc2)O3)cc1	-12	5	.	-4[16.7 µM]	-2	0	-4
C[C@@H]1CN([C@H](C)CO)C(=O)c2cc(NC(=O)Cc3ccccc3)ccc2O[C@@H](C)CCCCO[C@@H]1CN(C)C(=O)Nc1cccc2ccccc12	16	6	-5	0[16.7 µM]	28	3	2
CCn1nc(C(=O)NNC(=O)COc2ccccc2C)c2ccccc2c1=O	-3	6	.	-3	.	2	2
Cc1ccc(CNC(=O)C2CC3Cn4c(nc5ccccc54)C3N2C)o1 (configuration not stated)	3	-1	-9	-5	-4	1	-4
O=C(O)CSCC(=O)Nc1ccc(-c2nc3ccccc3s2)cc1	4	-7	.	1	.	-12	5
NS(=O)(=O)c1ccc(NN=C2CCCCC2)c([N+](=O)[O-])c1	2	-3	.	-2	.	-3	4
O=C(c1cc2ccccc2o1)N1CCN(C/C=C/c2ccccc2)CC1	4	0	17	.	-1	3	-2
Nc1cc(S(=O)(=O)C(F)(F)F)ccc1C(=O)O	.	.	-10	-5	-5	17	-3

Other compounds.
SMILES	ERp5 block	SIRT5 inh	Statin myotox sup	miR122 inh	esBAF inh	Cneo AK release	ARNT-TACC3 inh
CC1CCCCC1N=CC1=C(O)CC(C)(C)CC1=O (configuration not stated)	.	.	23	-4	1	1	9
COCCNc1ccc(-c2n[nH]c(=O)c3ccccc23)cc1[N+](=O)[O-]	1	2	-8	.	-1	-1	-9
COc1ccc(S(=O)(=O)n2nc(OC(=O)c3ccccc3Br)cc2N)cc1	.	.	18	-20	0	0	11
COC(=O)c1c(-c2ccccc2)csc1NC1=NS(=O)(=O)c2ccccc21	.	.	.	-7	.	-5	3
Cc1ccc(NC(=O)COc2ccc(Br)cc2CO)cc1	.	.	0	284*	33	.	4
O=C(COC(=O)c1cnccn1)N=c1sccn1Cc1ccccc1Cl	-4	1	5	-1	8	.	-8
O=C(Cn1cnc2ccccc2c1=O)N1CCN(Cc2ccc3c(c2)OCO3)CC1	.	.	.	2	3	1	22
O=c1n(CCCN2CCN(c3cccc(Cl)c3)CC2)nc2ccccn12	7	-2	3	-3	3	0	0
CC(C)C#Cc1ccc2c(c1)O[C@H](CN(C)C(=O)Nc1ccccc1)[C@@H](C)CN([C@@H](C)CO)S2(=O)=O	3	4	-38	?	7	-4	-5
CC(=O)Nc1ccc(NC(=O)CSc2ccc([N+](=O)[O-])cn2)cc1	2	4	.	.	.	.	1
CCOC(=O)c1cc(CC)sc1NC(=O)Cc1ccccc1	.	.	16	-1	3	1	-9
Cc1sc2nc(CN(Cc3ccccc3)C(=O)NC3CCCCC3)[nH]c(=O)c2c1C	.	.	5	3	-7	3	-6
O=C(c1ccncc1)N1N=C(C2CCCCC2)CC1(O)C(F)(F)F (configuration not stated)	1	9	.	-1	.	.	.
O=C(NCc1ccccn1)Nc1ccccc1	3	-1	10	-9	18	-3	-6
Cc1ccc(/C=C/C(=O)N2CC(=O)Nc3ccccc32)o1	-6	1	.	.	.	.	-2
CCOc1cc(NC(=O)Nc2ccccc2)c(OCC)cc1NC(=O)CC	2	.	6	-5	4	1	-27
O=C(COc1ccc(Br)cc1)Nc1ccc(C(=O)Nc2ccccc2C(=O)O)cc1	2	1	2	7	0	-3	-1
Cc1ccsc1C(=O)N1CCN(S(=O)(=O)c2cccc(F)c2)CC1	0	-2	2	.	0	-1	0
O=C(COc1ccc(S(=O)(=O)N2CCOCC2)cc1)NCCc1ccccc1	0	0	.	-1	.	.	0
COc1ccccc1-c1cc(C(=O)Nc2ccccc2SC)no1	.	.	-8	3	13	-1	5
C=Cc1ncc(OC)c2c1[nH]c1ccccc12	.	.	-124	1	-13	1	10
Cc1ccc2nc(N(CCN(C)C)C(=O)c3cc(Cl)sc3Cl)sc2c1	.	.	.	3	.	3	-8
CCn1c(SCc2nc3ccccc3[nH]2)nnc1-c1ccc(OC)cc1	.	.	21	2	3	7	0
Cc1ccc(N2CC(C(=O)NCc3cccs3)CC2=O)cc1C (configuration not stated)	.	.	3	8	-2	0	-30
CCC(C)NC(=O)c1ccc(CS(=O)(=O)Cc2ccc(Cl)cc2)o1 (configuration not stated)	.	.	1	-1	-4	1	-1

Quoted at random: five records from the list
SMILES	ERp5 block	SIRT5 inh	Statin myotox sup	miR122 inh	esBAF inh	Cneo AK release	ARNT-TACC3 inh
CCC(C)[C@H]1CNC(=O)C(=O)N1CCCc1cc(OC)c(OC)c(OC)c1 (some centres not stated)	-3	2	13	-11	-1	-1	6
O=C(/C=C/c1ccco1)NCC1CCCO1 (configuration not stated)	.	.	-14	5	-2	-1	-10
COc1ccc(/C(N)=N/OC(=O)Oc2ccccc2)cc1OC	2	-6	3	0	-9	5	.
O=c1n(CCCN2CCN(c3cccc(Cl)c3)CC2)nc2ccccn12	7	-2	3	-3	3	0	0
Cc1ccc(/C=C/C(=O)N2CC(=O)Nc3ccccc32)o1	-6	1	.	.	.	.	-2

Other structures follow:
SMILES	ERp5 block	SIRT5 inh	Statin myotox sup	miR122 inh	esBAF inh	Cneo AK release	ARNT-TACC3 inh
CNC[C@@H]1Oc2ccc(NC(=O)Nc3c(C)noc3C)cc2CC(=O)N([C@H](C)CO)C[C@@H]1C	1	-1	-8	-3[16.7 µM]	6	0	-8
C[C@@H]1CN([C@@H](C)CO)C(=O)c2cccc(NC(=O)c3ccncc3)c2O[C@H]1CN(C)CC1CC1	1	1	27	-4[16.7 µM]	-3	2	-4
COc1c2c(c(OC)c3ccccc13)[C@]1(OC2)O[C@H](CCO)C[C@H](O)[C@H]1O	-1	-1	-8	-1	5	2	.
COC(=O)c1ccc(/C=N\NC(=O)CC(=O)NCCc2ccccc2)cc1	-1	-3	5	-8	3	1	-1
Cc1cccc(Nc2ccncc2S(N)(=O)=O)c1	2	-5	.	2	.	1	.
C[C@@H]1CN([C@@H](C)CO)C(=O)c2cccc(NS(C)(=O)=O)c2O[C@H]1CN(C)Cc1ccc(Cl)c(Cl)c1	6	2	-27	3[16.7 µM]	1	-1	13
Cc1nc(N)sc1-c1csc(Nc2cccc(O)c2)n1	-1	6	-11	2	1	0	28
COc1ccccc1CC(=O)Nc1ccc2c(c1)C(=O)NC2=O	-3	-1	6	-3	4	.	3
CO[C@H]1CN(C)C(=O)c2cc(NC(=O)NC3CCCCC3)ccc2OC[C@@H](C)N(C)C[C@@H]1C	0	-1	-1	.	-2	-5	13
C[C@@H]1CN([C@@H](C)CO)C(=O)c2cc(NC(=O)Nc3ccc4c(c3)OCO4)ccc2O[C@@H]1CN(C)S(=O)(=O)c1ccc(F)cc1	-6	3	-33	3[16.7 µM]	2	3	3
CCCCNc1ncnc2c1cnn2Cc1ccc(Cl)cc1	4	11	-8	3	-31	-3	3
CSc1ncc(C(=O)Nc2ccc(Br)cn2)c(C)n1	1	0	-4	.	19	-4	-4
O=C(CN(CC1CCCO1)C(=O)CNS(=O)(=O)c1ccccc1)NCc1ccco1 (configuration not stated)	0	-2	.	-6	.	.	-2
CCc1ccccc1NC(=O)CN1CCN(C(=O)c2ccc(OCc3cn4ccccc4n3)cc2)CC1	1	-5	-1	.	10	3	0
N#Cc1ccc(-c2ccc3c(c2)[C@@H]2[C@@H](CCN2C(=O)Cc2ccccc2)[C@@H](CO)N3)cc1	1	11	33	14[16.7 µM]	20	89*	-8
O=C(C[C@@H]1C=C[C@H](NC(=O)C2CC2)[C@H](CO)O1)NCc1ccncc1	2	-3	-3	.	4	-1	-5
S=c1[nH]nc(-c2ccncc2)n1/N=C/C(Cl)=C\c1ccccc1	2	-2	.	.	.	.	-1
O=C(O)C1CC(=O)N(Cc2cccnc2)C1 (configuration not stated)	3	-4	-7	-6	-9	-5	-2
Cc1cc(C)c2c(n1)nn1c(N3CCN(Cc4ccccc4)CC3)cc(C)nc21	.	.	3	-4	6	1	29
CCCN1[C@H](C(=O)N2CCCCC2)[C@@H](CO)[C@@H]2Cn3c(ccc(-c4ccccc4)c3=O)[C@@H]21	-5	-3	21	-2[16.7 µM]	4	1	-6
CCCCN(CC)CCNC(=O)c1nn(-c2ccc(OC)cc2)c(=O)c2c1c1ccccc1n2C	4	4	1	6	-9	.	-1
CCOc1ccc(N(C)C(=O)CCc2nnc3ccc(N4CCOCC4)nn23)cc1	-9	-3	5	-3	9	0	-3
C=CCNC(=O)C1CC(=O)N(c2ccc(C)cc2)C1 (configuration not stated)	-4	.	-6	.	4	-1	5
CCOC(=O)CN1C(=O)N[C@H](c2ccc(Br)cc2)C(C(C)=O)=C1C	3	.	2	-9	-9	0	-3
CC(C)c1ccccc1NC(=O)Cn1c(-c2ccccc2Cl)nc2ccccc21	.	.	.	-4	.	1	3
Nc1c(C(=O)c2ccccc2)sc(Nc2ccccc2)c1S(=O)(=O)c1ccccc1	.	.	5	2	-3	-1	-3
O=c1cc(O)c2sc3nc(-c4ccccc4)cc(C(F)(F)F)c3c2[nH]1	.	.	8	-1	-12	-4	-13
CN(CCc1ccccn1)C(=O)CC1C(=O)NCCN1Cc1ccc(-c2ccccc2)cc1 (configuration not stated)	8	0	.	.	.	.	-3
CC1CCCN(CCCNC(=O)c2coc3nc4ccccc4nc23)C1 (configuration not stated)	.	.	3	.	-4	-4	-1
CNC[C@H]1OCCCC[C@H](C)Oc2ccc(NS(=O)(=O)c3ccc(F)cc3)cc2C(=O)N([C@H](C)CO)C[C@@H]1C	2	0	22	2[16.7 µM]	-2	-1	18

Screening data: PubChem, Broad Institute
